# TbPYK inhibitor = blocks Trypanosoma brucei pyruvate kinase. Q57TT1. 410,000 compounds, 0.12% hits. TbPYK enzyme, Kinase-Glo Plus ATP luminescence, 45 min. Potency, µM (doses to about 76.8 µM), without a hit: at the highest dose activity, negative = inhibition, usual class: inhibitors; also: potency is read from the fitted curve at half-maximal effect; % is scaled to controls: 0 for no effect and ±100 for the full control effect; nearly all actives have a fitted effect of over 50% in size
#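 ADP (130 uM final) triggers the TbPYK reaction after compound addition; incubation is 45 min at room temperature. Kinase-Glo Plus is then added and luminescence imaged. Normalized data are fitted to concentration-effect curves.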
# AMA1 RON2 block = inhibitors of Plasmodium falciparum AMA1-RON2 interaction; AlphaScreen AMA1-biotinylated RON2 peptide binding; 360,000 compounds, 0.2% hits; Potency, µM (titrated, usually from 58.2 µM), for inactives: at the highest dose activity change, negative = inhibition, hits mostly inhibitors;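 also: potency is read from the fitted curve at half-maximal effect; 0% = vehicle wells and -100% = peptide control; nearly all actives have a fitted effect of over 45% in size; some results filed as inactive show a strong effect at the top dose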
#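 AMA1 (3D7) with his tag at 25 nM final met compounds first, then biotinylated RON2 peptide at 25 nM; detection used donor plus acceptor beads, 10 µg/mL apiece, read by AlphaScreen after 30 min at room temperature.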
# CHX counter = affects cycloheximide protein synthesis inhibition readout, counter-screen. AID 2314. 300,000 compounds, 12% hits. max response, %. cell reporter, cycloheximide protein synthesis inhibition counterscreen; in the data active = max response mostly above about 13%, no sharp cut-off; inactive = mostly below about 14%; also: read at 38.3 µM for the half of the compounds with a filed dose; 0% is about no effect
# LmPK inh = blocks Leishmania mexicana pyruvate kinase activity; Q27686; purified LmPK, Kinase-Glo ATP luminescence, 1 h; Potency, µM (series often up to 57.5 µM), for the others: at the highest dose activity change, negative = inhibition, most hits filed as inhibitors; 290,000 compounds, 0.37% hits; AID 1721; also: potency is read from the fitted curve at half-maximal effect; % is scaled to controls: 0 for no effect and ±100 for the full control effect
# Target sequence (Q27686 whole entry, looked up): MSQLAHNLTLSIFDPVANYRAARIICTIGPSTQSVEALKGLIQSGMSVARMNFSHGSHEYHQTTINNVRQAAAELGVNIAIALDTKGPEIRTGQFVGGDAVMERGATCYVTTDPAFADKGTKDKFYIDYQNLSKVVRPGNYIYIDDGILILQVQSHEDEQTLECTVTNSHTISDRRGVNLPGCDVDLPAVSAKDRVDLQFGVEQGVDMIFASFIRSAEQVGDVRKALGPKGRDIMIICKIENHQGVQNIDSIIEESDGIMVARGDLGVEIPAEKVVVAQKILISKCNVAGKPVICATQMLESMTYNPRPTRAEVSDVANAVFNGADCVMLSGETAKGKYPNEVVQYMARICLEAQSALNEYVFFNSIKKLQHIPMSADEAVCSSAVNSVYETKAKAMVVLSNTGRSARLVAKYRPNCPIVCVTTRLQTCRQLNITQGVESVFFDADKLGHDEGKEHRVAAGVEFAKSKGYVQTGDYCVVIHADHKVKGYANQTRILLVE
#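 qHTS format; LmPK 0.1 nM; substrates PEP 0.5 mM and ADP 0.1 mM. One-hour room-temperature incubation, then coupled luciferase luminescence; 0.5 nM enzyme wells mark activation.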
# Pf growth 96h = P. falciparum growth inhibition at 96 hour, primary screen for plastid delayed-death inhibitors. P. falciparum luciferase reporter growth, 96 h. AID 504834. 320,000 compounds, 6.9% hits. Potency, µM (series often up to 28.7 µM), without a hit: at the highest dose activity change, negative = inhibition, most hits filed as inhibitors; also: potency is read from the fitted curve at half-maximal effect; % is scaled to controls: 0 for no effect and ±100 for the full control effect
#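 Luminescence readout: decreased luciferase signal marks inhibited growth of reporter-expressing P. falciparum in infected red cells (2% hematocrit, 0.05% parasitemia final), exposed to compound two generations (96 h, 37 C, 5% CO2).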
# Pf growth 48h = P. falciparum growth inhibition at 48 hours (one generation) | Potency, µM (top dose mostly 28.7 µM), for the others: at the highest dose activity change, negative = inhibition, most hits filed as inhibitors | P. falciparum luciferase growth in erythrocytes, 48 h | 310,000 compounds, 5.9% hits; also: potency is read from the fitted curve at half-maximal effect; % is scaled to controls: 0 for no effect and ±100 for the full control effect
#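 Here the parasites carry a stable luciferase gene and grow inside erythrocytes in Albumax-based RPMI medium with compound for one erythrocytic cycle. Activity is scored as loss of luminescent signal.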
# Shiga inhibitor = blocks Shiga toxin action in Vero cells; Vero cells, Shiga toxin protein synthesis inhibition reporter; inhibition, % at 38.7 µM; 290,000 compounds, 9.2% hits; AID 2315; in the data active = inhibition mostly above about 28%, no sharp cut-off; inactive = mostly below about 43%; also: 0% is about no effect
# An asterisk follows results filed as active; u = inconclusive; x = no result given; & = joins results of further samples; [ ] = dose if it differs, or a comment. Unless noted, calls follow the shape of the dose curve; as a rule, active = well fitted curve in the direction sought with a large enough effect; inconclusive = small, poorly fitted or top-dose-only effect, or another doubt; inactive = no such curve, though single readings can be large; an effect the other way counts as inactive or inconclusive.
SMILES,TbPYK inhibitor,AMA1 RON2 block,CHX counter,LmPK inh,Pf growth 96h,Pf growth 48h,Shiga inhibitor
Clc1ccccc1OCCCCN1CCCC1,3%,-4%,-3,4%,u,2%,-17
COC(=O)C(Cc1ccccc1)NC(=O)CNC(=O)c1sc2ccccc2c1Cl (centres undefined),-1%,-15%,-3,-2%,18%,-2%,-12
CC(C)NC(=O)CSCc1ccccc1Cl,2%,-3%,7,5%,15%,-10%,27
CSc1ccc(CN2CCN(C(=O)c3ccc([N+](=O)[O-])cc3)CC2)cc1,-1%,u,-1,-1%,-15%,-17%,-6
Cc1nc(-c2ccccc2)c(Cc2ccccc2O)c(=O)[nH]1,6%,-6%,-7,1%,2%,-8%,-8
CN(C)c1ccc(C(O)P(=O)(OC2CCCCC2)OC2CCCCC2)cc1 (centres undefined),3%,-19%,1,7%,-3%,u,15
O=C(Nc1ccc2oc(-c3cccnc3)nc2c1)c1ccc(Br)o1,-5%,6%,-4,-1%,u,x,-6
CCCCn1c(N)c(Sc2ccc(C)cc2)c(=O)[nH]c1=O,-3%,5%,2,-2%,0%,118%[activator],-12
CC1CCN(c2cc(N3CCN(C(=O)c4ccc(F)c(F)c4)CC3)c([N+](=O)[O-])cc2F)CC1,-1%,u,0,4%,13%,-5%,-13
CCC(C)[C@H](NC(=O)[C@@H]1CSC2c3ccccc3C(=O)N21)C(=O)NCc1ccco1 (some centres undefined),-12%,0%,1,-3%,-6%,15%,4
CC(=O)C(C)Oc1ccc2c3c(c(=O)oc2c1C)CCCC3 (centres undefined),-1%,21%,12,0%,8.3µM*,9.3µM*,53
Cc1ccsc1C(=O)NC(C)c1ccccc1 (centres undefined),1%,3%,1,1%,-24%,24%,-7
CCCC(C(=O)Nc1ccncc1)c1ccccc1 (centres undefined),3%,26%,-2,-5%,2.9µM*,u,-38
Cc1cc(C)c(OCC(=O)N/N=C/c2ccc3c(c2)OCO3)c(C)c1,0%,-13%,-4,0%,12µM*,10%,-11
CCn1nc(C)c(CNC(=O)C2CCC(=O)N(Cc3ccc(Cl)cc3)C2)c1C (centres undefined),-1%,5%,-4,-4%,20%,-10%,-9
CCOCCCn1c(=N)c(S(=O)(=O)c2ccc(C)cc2)cc2c(=O)n3cc(C)ccc3nc21,2%,-2%,-1,12%,u,0%,19
CC(C)CNC(=O)c1ccccc1NC(=O)CSCc1ccccc1,3%,-3%,0,2%,9%,x,-18
O=C1CSC(=S)N1/N=C/c1cccnc1,-18%,53%[activator],-2,-3%,20%,-1%,-9
COc1ccc(NC(=O)c2cc(-c3ccco3)on2)cc1,-11%,-5%,61*,13%,u,443%[activator],89*
Cc1ccc([N+](=O)[O-])cc1N(CC(=O)NC1CCCC1)S(C)(=O)=O,-3%,6%,6,0%,28%,15%[5.75 µM],72
CCc1ccc(NC(=O)COC(=O)/C(=C/c2ccccc2OC)c2ccccc2)cc1,-6%,-7%,-4,2%,-18%,6%,15
CSc1nc2sc3c(c2c(=O)n1C)CCC(C)C3 (centres undefined),-13%,-1%,22*,-5%,-15%,30%[activator],11
Cc1ccc(S(=O)(=O)N2CCN(C(=O)CCC(=O)NCc3cccc(C(F)(F)F)c3)CC2)cc1,-12%,-8%,x,x,-16%,u,x
COc1ccccc1NC(=O)C(C)OC(=O)Cn1cnc2c1c(=O)n(C)c(=O)n2C (centres undefined),-4%,u,x,x,9%,0%,x
Cc1ccc(CNC(=O)c2ccccc2NC(=O)CN2CC(C)OC(C)C2)cc1 (centres undefined),2%,-9%,1,-5%,-14%,-14%,1

# As entered above:
# CC(=O)C(C)Oc1ccc2c3c(c(=O)oc2c1C)CCCC3 (centres undefined) in Shiga inhibitor → 53
# Cc1ccc(S(=O)(=O)N2CCN(C(=O)CCC(=O)NCc3cccc(C(F)(F)F)c3)CC2)cc1 in TbPYK inhibitor → -12%
# CCOCCCn1c(=N)c(S(=O)(=O)c2ccc(C)cc2)cc2c(=O)n3cc(C)ccc3nc21 in CHX counter → -1
# Cc1cc(C)c(OCC(=O)N/N=C/c2ccc3c(c2)OCO3)c(C)c1 in TbPYK inhibitor → 0%

# Some of these compounds in order of count of non-hydrogen atoms, descending.
SMILES,TbPYK inhibitor,AMA1 RON2 block,CHX counter,LmPK inh,Pf growth 96h,Pf growth 48h,Shiga inhibitor
O=C(Nc1ccc2oc(-c3cccnc3)nc2c1)c1ccc(Br)o1,-5%,6%,-4,-1%,u,x,-6
Cc1nc(-c2ccccc2)c(Cc2ccccc2O)c(=O)[nH]1,6%,-6%,-7,1%,2%,-8%,-8
CCCC(C(=O)Nc1ccncc1)c1ccccc1 (centres undefined),3%,26%,-2,-5%,2.9µM*,u,-38

# Following part
SMILES,TbPYK inhibitor,AMA1 RON2 block,CHX counter,LmPK inh,Pf growth 96h,Pf growth 48h,Shiga inhibitor
CC1(C)OC(C(=O)NC2CCCCC2)C(C(=O)NC2CCCCC2)O1 (centres undefined),-1%,-2%,-2,3%,-2%,-16%,-15
O=C(CN1CCCCC1)NCC(=O)Nc1ccc(F)c(F)c1F,-4%,10%[11.6 µM],x,x,-2%,3%,x
C#CCOCCOCCOCCNc1nc(N2CCOCC2)nc(N2CCN(C(=O)CCCCCCCCCCNC(=O)[C@H]([C@@H](C)CC)n3cc(CCCCN=C(N)N)nn3)CC2)n1,6%,-14%,x,x,0.52µM*,0.37µM*,x
CC(=O)Nc1nc2cc3c(cc2s1)OCCO3,-21%,6%,44*,-19%,x,275%[activator],29*
C=CCn1c(C(C)NC(=O)c2ccccc2)n[nH]c1=S (centres undefined),u,36%,-4,5%,9%,7%,-14
COCc1c(C(=O)NC2CCCCCC2)oc2ccccc12,6%,7%,22*,0%,-8%,-18%,62*
COc1ccccc1CNC(=O)c1cccc2c1C(=O)N(Cc1cccnc1)C2,-7%,-3%,1,-5%,40%[activator],u,-20
COC(=O)c1[nH]c(C)c(/C(O)=C2\C(=O)C(=O)N(CCN3CCOCC3)C2c2cccs2)c1C (centres undefined),4%,3%,-4,6%,x,23%,-14
COc1ccc(C(=O)/C=C/Nc2ccc(NC(C)=O)cc2)cc1OC,1%,-7%,0,1%,91%[activator],u,22
CCOC(=O)n1cc(C(=O)c2ccccc2O)cn1,-4%,47%[activator],10,-1%,31%[activator],37%[activator],3
O=C(NC1CCCC1)C(c1ccc(Cl)cc1)N(C(=O)c1csnn1)C1CC1 (centres undefined),-7%,-1%,-4,1%,-3%,-27%,2
CNC(=S)NNC(=O)c1cccn(Cc2cccc(Cl)c2)c1=O,-24%,20%,-3,10%,84%[activator],3%,-12
Cc1ccccc1C(=O)N1CCN(c2ccc(NC(=O)c3cccnc3)cc2)CC1,-2%,-22%,-3,1%,63%[activator],-15%,-9
CCCC1CCC(=NNC(=S)NCCc2ccccc2)CC1 (centres undefined),-7%,-8%,14,11%,u,u,23
CC(C)c1nnc(NC(=O)c2sc3ccccc3c2Cl)s1,-11%,64%[activator],29*,-2%,13%,115%[activator],67*
COc1ccc(S(N)(=O)=O)cc1C(=O)NCCCN1CCN(c2cccc(Cl)c2)CC1,3%,0%,0,0%,u,u,-18
C=CCNC(=O)c1cc(=O)c2ccccc2o1,-1%,-11%,-1,-1%,94%[activator],25%,-8
Cc1cc(=O)[nH]c(S)c1C#N,x,x,-2,3%,u,-37%,11
COc1ccc(-n2nc(C(=O)N(C)C3CCCCC3)c3ccccc3c2=O)c(OC)c1,-7%,2%,11,6%,26%,-8%,16
COc1ccc(/C=C2/SC(=O)N(CCC(=O)Nc3ccccc3)C2=O)cc1OC,-1%,7%,-3,6%,-26%,18%,31
CCOc1ccccc1NC(=O)CSc1nnc(C2CC2)n1CC,-2%,-9%,4,-7%,u,5%,-8
COc1ccc(OC)c(NC(=O)COC(=O)C2CCN(C(=O)c3ccc(Cl)cc3)CC2)c1,-2%,-16%,4,3%,0%,17%,2
Cc1ccc2nc(NCc3ccccc3)c(C=NCc3ccccc3)c(=O)n2c1,1%,14%,2,2%,-8%,43%[activator],14
CCOC(=O)C1CCN(C(=O)c2ccc(OC)cc2OC)CC1,-8%,-3%,1,0%,13µM*,4%,-9
Cc1ccc(Nc2nc(-c3cccnc3)cs2)cc1C,-3%,-16%,51*,-5%,u,-33%,96*
# (list continues)
SMILES,TbPYK inhibitor,AMA1 RON2 block,CHX counter,LmPK inh,Pf growth 96h,Pf growth 48h,Shiga inhibitor
COc1ccc2[nH]c(=S)[nH]c2c1,3%,-8%,-2,-1%,-3%,20%,-9
COc1cc(C)ccc1NC(=O)c1ccc(S(=O)(=O)N2CCOCC2)cc1,1%,-4%,-4,0%,34%[activator],20%,-6
CCOc1cccc(-c2cc(=O)[nH][nH]2)c1,3%,16%,1,0%,48%[activator],-26%,14
O=C1OC(c2ccc([N+](=O)[O-])cc2)=N/C1=C/N1CC2CC(C1)c1cccc(=O)n1C2 (centres undefined),4%,0%,-2,1%,-20%,16%,-6
CCc1ccc(NC(=O)c2cnn3c(C(F)F)cc(C)nc23)cc1,-3%,29%,2,-1%,19%,-14%,-8
O=C(Nc1ccncc1)c1cc(-c2ccccn2)nc2ccccc12,0%,-6%,1,0%,u,-12%,-9
COc1cnc(-c2ccccn2)nc1Oc1c(C)cccc1C,4%,-10%,-1,-9%,0.21µM*,12µM*,-1
O=C(O)CCCN1C(=O)/C(=C\C(Cl)=C\c2ccccc2)SC1=S,2%,-9%,0,3%,u,9.3µM*,-6
COCc1ccc(C(=O)N2CCCC(C(=O)c3cccc(C(F)(F)F)c3)C2)o1 (centres undefined),-5%,-13%,-3,4%,u,14%,5
CCN1C(=O)NC(c2ccccc2)C1=O (centres undefined),3%,-7%,x,x,0%,0%,x
COc1ccc(NC(=O)CSc2n[nH]c(=O)n2Cc2ccccc2)cc1Cl,1%,-4%,-4,2%,u,-29%,-17
COc1cc(C(C(=O)NC2CCCCC2)N(C(=O)Cc2c[nH]c3ccccc23)c2ccc(C)cc2)cc(OC)c1OC (centres undefined),-17%,-19%,-1,3%,-16%,0%,-16
Cc1ccc(OCC(=O)N/N=C\c2c(C)n(C)c3ccccc23)c([N+](=O)[O-])c1,-6%,-4%,-3,4%,u,u,-23
CC(=O)OC1CCC2C3CCc4cc(O)ccc4C3CCC12C (centres undefined),0%&-7%,-1%,x,x,u,-13%,x
CCOc1ccc(CN(C)CC(=O)Nc2cccc(S(=O)(=O)N(C)c3ccccc3)c2)cc1,4%,-25%,1,-17%,u,-15%,-9
CC(C)(C)c1cc(CNC2CS(=O)(=O)C[C@@H]2O)cc(C(C)(C)C)c1O (some centres undefined),-7%,-17%,-1,-3%,4%,46%[activator],2
C/C(=N/NC(=O)c1sc(NS(=O)(=O)c2ccc(C)cc2)nc1C)c1sc(N)nc1C,-7%,20%,-1,2%,104%[activator],19%,16
O=C(c1ccccc1)c1ccc2c(c1)OCCOCCOCCO2,0%,2%,14*,-1%,43%[activator],18%,49*
CCOc1ccccc1/C=N/NC(=O)c1cccc(S(=O)(=O)N2CCOCC2)c1,5%,29%,-1,4%,14%,5%,29

# Source: PubChem (National Center for Advancing Translational Sciences (NCATS))
